# hERG rescue – shields human hERG channel from block by proarrhythmic agents; Q12809; CHO-hERG, FluxOR thallium flux, dofetilide IC70 present; activation (rescue from dofetilide block), less the hit threshold, % at 10 µM; hit rate 0.51% among 310,000;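 active means activation above the mean of controls blocked by dofetilide plus 5 SD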;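 further: thallium influx through hERG after potassium depolarization seen as dye fluorescence rise; in these data hits start at about 4.7%; inactives centre near -7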
# GSK3beta inhib – inhibitors of human GSK3beta kinase. hit rate 0.038% among 300,000. P49841. activity score (negative = inhibition), % at 10 µM. AID 2097. GST-GSK3beta kinase, ADP-Glo luminescence, 60 min; stronger effect = lower value;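 active means more than half of replicate wells score below -50%, meaning over 50% inhibition versus plate controls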;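 further: 0% = median DMSO wells and -100% = median GW8510 positive control wells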
# Target sequence (P49841 whole entry, looked up): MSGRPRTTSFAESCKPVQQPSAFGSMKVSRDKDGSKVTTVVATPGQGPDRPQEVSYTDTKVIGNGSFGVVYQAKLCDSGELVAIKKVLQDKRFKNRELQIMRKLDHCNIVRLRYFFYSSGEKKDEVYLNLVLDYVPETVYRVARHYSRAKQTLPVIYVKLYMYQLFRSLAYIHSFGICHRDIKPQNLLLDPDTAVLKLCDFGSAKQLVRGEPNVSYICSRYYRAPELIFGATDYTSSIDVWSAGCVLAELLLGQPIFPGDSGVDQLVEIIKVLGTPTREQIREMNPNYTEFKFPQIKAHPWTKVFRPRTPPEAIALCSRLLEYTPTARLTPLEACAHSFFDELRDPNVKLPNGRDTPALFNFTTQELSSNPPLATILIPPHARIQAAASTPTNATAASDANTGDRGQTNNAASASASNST
#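 Assay system: GST-fused GSK3beta enzyme, cell-free / Medium: Tris pH 7.5 buffer with MgCl2, DTT, BSA, heparin / Also added: peptide substrate plus 25 µM ATP (final) / Compound: 10 µM single point / Timing: kinase reaction with compound 60 min at room temperature / Detection: ADP-Glo luminescence / Benchmarks: DMSO neutral wells and GW8510 at 20 µM as positive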
# KCNK3 inh – human KCNK3 channel inhibition, primary screen; O14649; CHO-KCNK3 thallium flux, FluxOR fluorescence; stronger effect = lower value; B-score at 10 µM; hit rate 0.84% among 340,000; AID 602410;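 active means B-score under library mean minus 4 SD, starting fluorescence ratio at most library mean plus 5 SD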;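 further: more negative B-score means stronger inhibition of thallium flux through KCNK3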
# KCNQ1 block – blocks the human KCNQ1 potassium channel; P51787; CHO-K1 KCNQ1, FluxOR thallium flux fluorescence; stronger effect = higher value; B-score at 10 µM; hit rate 1.3% among 310,000;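 active means compounds whose thallium flux B-score, printed positive for inhibition, exceeds three library SD while starting fluorescence stays within three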;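 further: channel opened by potassium depolarization with thallium stimulus after 20 min compound exposure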
# KCNQ1 act – potentiators or activators of human KCNQ1 potassium channel; P51787; CHO-K1 KCNQ1, thallium flux FluxOR fluorescence; stronger effect = higher value; B-score at 10 µM; hit rate 0.35% among 310,000; AID 2648;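 active means fluorescence ratio B-score, a plate-corrected score, at least three library SD, with initial intensity B-score within 5 SD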
#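 Assay system: CHO-K1 cells stably expressing KCNQ1; Medium: assay buffer with matched DMSO; Also added: K+/Tl+ depolarizing stimulus; Dosing: single dose; Timing: dye 90 min, compound 20 min, room temperature; Measured by: kinetic FluxOR thallium fluorescence, 10-s 1-Hz baseline, 110-s post-stimulus read; Read-out: peak-minus-minimum fluorescence over initial fluorescence, negative-control normalized, B-scored.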
# RGS4 inh – human RGS4 inhibition | HEK293 M3R/RGS4 inducible, Fluo-4 calcium flux; stronger effect = higher value; triggered by carbachol at its EC20 | B-score at 10 µM | hit rate 0.45% among 310,000 | AID 463165;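 active means B-score, a plate-corrected calcium signal, over three deviations above library mean, with baseline fluorescence within five deviations of library mean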;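 further: RGS4 expression induced by doxycycline in cells with stable M3 receptor; B-score is computed from the integrated fluorescence ratio over baseline after carbachol; higher B-score means a larger calcium signal and so more RGS4 inhibition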
# Target sequence (P49798 whole entry, looked up): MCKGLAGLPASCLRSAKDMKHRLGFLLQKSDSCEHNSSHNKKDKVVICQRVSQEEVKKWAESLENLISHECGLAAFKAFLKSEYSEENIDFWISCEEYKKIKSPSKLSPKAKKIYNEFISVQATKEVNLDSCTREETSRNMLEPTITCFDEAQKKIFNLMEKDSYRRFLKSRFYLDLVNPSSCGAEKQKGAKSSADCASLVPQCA
# Dyrk1A ADPGlo – Dyrk1A (rat) kinase inhibition; Q63470; ADP-Glo luminescence, NFATc1 peptide; inhibition, % at 12.5 µM; hit rate 0.43% among 310,000; in the data active means inhibition above about 50%;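 further: plate controls were vehicle with enzyme for no effect and no enzyme for full effect; many of its hits are not listed in these tables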
# GSK3 alpha inh – inhibitors of human GSK-3 alpha kinase. hit rate 0.1% among 320,000. AID 2650. ADP-Glo luminescence, 60 min. inhibition, % at 10 µM;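 in the data active means inhibition above about 50%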;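 further: GST-tagged GSK-3 alpha with peptide substrate and 25 µM ATP; 0% = DMSO neutral wells and 100% = GW8510 positive control wells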
# RGS4 pot – RGS4 potentiation or activation; HEK293 M3R/inducible RGS4, carbachol calcium flux Fluo4; stronger effect = lower value; B-score at 10 µM; hit rate 0.92% among 310,000; AID 463111;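 active means B-score of the integrated calcium signal more than 4 SD below the library mean, with starting fluorescence not abnormally high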;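 further: negative B-score means reduced calcium response which marks RGS4 activation or potentiation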
#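 Material: Inducible-RGS4 HEK293 cells carrying M3 receptor; also added: carbachol at ECmax as muscarinic agonist stimulus; incubation: compound preincubation 20 min at room temperature before agonist; signal: Fluo4-AM (2 µM) calcium-flux fluorescence, kinetic read; measure: integrated calcium ratio converted to B score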
# PolyA inhibitor – inhibitors of polyadenylation in S. cerevisiae; AID 1875; hit rate 0.02% among 300,000; calls only at 12 µM; S. cerevisiae SKY197-pL101 polyadenylation reporter, beta-gal luminescence; efflux-impaired pdr1/pdr3 knockout yeast; score 100 = 6 SD above DMSO;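 active means lowest replicate activity score at least 50, where 100 means six control SD above control mean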;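 further: yeast exposed to compound for 9 h at 30 °C; higher score means more reporter readthrough which indicates perturbed polyadenylation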
# KCNK9 inh – human KCNK9 channel inhibition; hit rate 1.2% among 310,000; AID 488922; Q9NPC2; HEK293 KCNK9, FluxOR thallium flux fluorescence; stronger effect = lower value; B-score at 10 µM;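 active means ratio B-score over 3 SD below the library mean, with starting fluorescence within 5 SD of its mean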;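 further: negative B-score means less thallium flux so channel inhibition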
# Target sequence (Q9NPC2 whole entry, looked up): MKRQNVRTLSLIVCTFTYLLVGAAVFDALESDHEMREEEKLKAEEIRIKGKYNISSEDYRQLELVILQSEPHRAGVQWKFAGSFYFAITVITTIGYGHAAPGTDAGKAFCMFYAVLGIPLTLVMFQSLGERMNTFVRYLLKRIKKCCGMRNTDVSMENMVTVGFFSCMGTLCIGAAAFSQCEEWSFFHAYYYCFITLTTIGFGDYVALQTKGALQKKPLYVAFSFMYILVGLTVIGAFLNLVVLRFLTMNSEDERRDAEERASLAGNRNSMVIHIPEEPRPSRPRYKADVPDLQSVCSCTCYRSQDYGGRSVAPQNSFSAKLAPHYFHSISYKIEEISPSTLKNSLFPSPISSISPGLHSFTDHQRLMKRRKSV
# The depositor's hits bear a star; i = inactive; / = no result given.
# Codes: A = hERG rescue; B = GSK3beta inhib; C = KCNK3 inh; D = KCNQ1 block; E = KCNQ1 act; F = RGS4 inh; G = Dyrk1A ADPGlo; H = GSK3 alpha inh; I = RGS4 pot; J = PolyA inhibitor; K = KCNK9 inh
> COC(=O)CN(c1ccc(C)c(Cl)c1)S(C)(=O)=O
  A = -3; B = 3; C = i; D = i; E = i; F = i; G = -9; H = 1; I = i; J = i; K = i
> CC(C(=O)NCc1cccc(Cl)c1)N1C(=O)c2ccccc2C1=O (stereo not drawn)
  A = -1; B = 2; C = i; D = i; E = i; F = i; G = -1; H = -3; I = i; J = i; K = i
> CC(C)(C)C1CCc2onc(C(=O)Nc3ccc(F)cc3F)c2C1 (stereo not drawn)
  A = -8; B = 0; C = i; D = i; E = i; F = i; G = 7; H = 7; I = i; J = i; K = i
> CC(C)(C)c1ccc(C(=O)NNc2cc(Cl)cc(Cl)c2)cc1
  A = -9; B = 0; C = i; D = i; E = i; F = i; G = -1; H = -2; I = i; J = i; K = i
> Cc1ccc2c(c1)Sc1ccccc1CC2=O
  A = -8; B = 4; C = i; D = i; E = i; F = i; G = 6; H = -3; I = i; J = i; K = i
> CCCOc1ccc(C(CC(=O)O)NC(=O)C23CC4CC(CC(C4)C2)C3)cc1 (stereo not drawn)
  A = 1; B = 4; C = i; D = i; E = i; F = i; G = 4; H = -3; I = i; J = i; K = i
> O=C(c1cnn2ccccc12)N1CCc2ccccc21
  A = -16; B = -6; C = i; D = i; E = i; F = i; G = 4; H = 14; I = i; J = i; K = i
> Cc1cccc(NC(=O)CN(C2=NC3CS(=O)(=O)CC3S2)c2ccccc2F)c1 (stereo not drawn)
  A = -9; B = -5; C = i; D = i; E = i; F = i; G = 0; H = -1; I = i; J = i; K = i
> O=C(CCNC(=O)c1ccc([N+](=O)[O-])cc1)NCCCN1CCCC1=O
  A = -3; B = 1; C = i; D = i; E = i; F = i; G = /; H = 2; I = i; J = i; K = i
> CCCN1CCN(CCCNC(=O)c2ccc3c(Cl)c4c(nc3c2)CCCC4)CC1
  A = -8; B = -15; C = i; D = i; E = i; F = i; G = 7; H = 4; I = -8.1*; J = i; K = i
> O=C(NCCN1CCN(c2cccc(Cl)c2)CC1)c1ccc(CSc2nc3ccncc3[nH]2)cc1
  A = -14; B = 1; C = i; D = i; E = i; F = i; G = 2; H = 2; I = i; J = i; K = i
> O=C(O)c1cccc2c1C(=O)N(C1CCCCC1)C2
  A = -6; B = -3; C = i; D = i; E = i; F = i; G = 4; H = 2; I = i; J = i; K = i
> COc1ccc(NC(=O)CCNS(=O)(=O)c2cccc3nonc23)c(OC)c1
  A = -4; B = -2; C = i; D = i; E = i; F = i; G = -3; H = 1; I = i; J = i; K = i
> CCOC(=O)CSc1nnc(C2CCCCC2)n1C
  A = -2; B = 2; C = i; D = i; E = i; F = i; G = 1; H = /; I = i; J = i; K = i
> O=C(CSc1n[nH]c(-c2cccnc2)n1)Nc1ccnc2ccccc12
  A = -9; B = -3; C = i; D = i; E = i; F = i; G = 7; H = 7; I = i; J = i; K = i
> CN(C)c1ccc(NC(=O)CN2CCN(CC(=O)Nc3ccc(F)cc3)CC2)cc1
  A = -6; B = 2; C = i; D = i; E = i; F = i; G = 6; H = -4; I = i; J = i; K = i
> Cc1csc(SC(C)C(=O)NCC2CCCCC2)n1 (stereo not drawn)
  A = -2; B = 0; C = i; D = i; E = i; F = i; G = /; H = -3; I = i; J = i; K = i
> O=C1C(Cc2ccccc2)Nc2ncnc(N3CCOCC3)c2N1Cc1ccc(Cl)cc1 (stereo not drawn)
  A = -11; B = 3; C = i; D = i; E = i; F = i; G = -11; H = -1; I = i; J = i; K = i
> O=C(NC1=NCCS1)c1cc(-c2cccc(Br)c2)nc2ccccc12
  A = -13; B = -8; C = i; D = i; E = i; F = i; G = -4; H = 0; I = i; J = i; K = i
> O=C(c1ccc2ccccc2c1)c1c[nH]cc1-c1ccccc1
  A = -13; B = 0; C = i; D = i; E = i; F = i; G = -14; H = 2; I = i; J = i; K = i
> CCOC(=O)c1c(NC(=O)C[n+]2ccc(Cc3ccccc3)cc2)sc(C)c1C
  A = -14; B = 1; C = i; D = i; E = i; F = i; G = -1; H = 9; I = i; J = i; K = i
> CC1CCCCN1C(=O)CSc1nnc(-c2ccco2)n1C (stereo not drawn)
  A = -8; B = 1; C = i; D = i; E = i; F = i; G = -4; H = 8; I = i; J = i; K = i
> COc1cnc(-c2ccccn2)nc1Sc1ccccc1Cl
  A = -8; B = 2; C = i; D = i; E = i; F = i; G = 3; H = -5; I = i; J = i; K = i
> OC1CCCN(Cc2c3ccccc3cc3ccccc23)C1 (stereo not drawn)
  A = -12; B = 1; C = i; D = i; E = i; F = i; G = 5; H = 0; I = i; J = i; K = i
> CC(C)C(=O)Nc1cccc(-c2cn3ccsc3n2)c1
  A = -9; B = 1; C = i; D = i; E = i; F = i; G = 1; H = 0; I = i; J = i; K = i
> CCOC(=O)C1(Cc2ccc(Cl)cc2)CCN(CCCn2cccn2)CC1
  A = -4; B = -3; C = i; D = i; E = i; F = i; G = 3; H = 0; I = i; J = i; K = i
> CC(=O)N1CC=C2C(C#N)=C(N)C(C#N)(C#N)C(C)C2C1 (stereo not drawn)
  A = -2; B = 1; C = i; D = i; E = i; F = i; G = 11; H = 8; I = i; J = i; K = i
> COc1cccc(/C=N/NC(=O)c2c(C)nc3ccc(Cl)cn23)c1O
  A = -11; B = -1; C = i; D = i; E = i; F = i; G = 0; H = -1; I = i; J = i; K = i
> CC1(C)CC2(CCO1)OC(=O)CC2C(=O)Nc1ccc(Br)cc1 (stereo not drawn)
  A = -5; B = -4; C = i; D = i; E = i; F = i; G = -2; H = -3; I = i; J = i; K = i
> Cc1cccc(C)c1OC(=O)CSc1nnc(-c2ccccc2)o1
  A = -1; B = -1; C = i; D = i; E = i; F = i; G = 4; H = 0; I = i; J = i; K = i
> O=C(O)c1cc2c(ccc3ccccc32)o1
  A = -5; B = 3; C = i; D = i; E = i; F = i; G = 38; H = -6; I = i; J = i; K = i
> CC(Sc1ncnc2c1cnn2-c1ccccc1)C(=O)NCC1CCCO1 (stereo not drawn)
  A = -6; B = 6; C = i; D = i; E = i; F = i; G = /; H = 1; I = i; J = i; K = i
> O=C(/C=C/c1ccc(Br)cc1)NC(=O)c1ccccc1O
  A = -3; B = -2; C = i; D = i; E = i; F = i; G = -4; H = -4; I = i; J = i; K = i
> Cn1cc(C(=O)Nc2ccc(F)c(F)c2)cn1
  A = -6; B = -1; C = i; D = i; E = i; F = i; G = -1; H = 0; I = i; J = i; K = i
> O=C(c1ccccc1)c1cc2cc(Cl)ccc2[nH]1
  A = -5; B = 0; C = i; D = i; E = i; F = i; G = -1; H = -2; I = i; J = i; K = i
> O=C(O)c1ccc2c(c1)C(=O)/C(=C\c1ccco1)C2=O
  A = -16; B = -1; C = i; D = i; E = i; F = i; G = 5; H = 5; I = i; J = i; K = i
> CS(=O)(=O)c1ccc(C(=O)NC(Cc2ccccc2)c2ccccc2)cc1 (stereo not drawn)
  A = -2; B = 0; C = i; D = i; E = i; F = i; G = -2; H = -1; I = i; J = i; K = i
> C/C(=C1/SC(N2CC(C)OC(C)C2)=NC1=O)c1ccccc1 (stereo not drawn)
  A = -5; B = 0; C = i; D = i; E = i; F = i; G = -2; H = -2; I = i; J = i; K = i
> O=C(COc1ccc([N+](=O)[O-])cc1)Nc1nc(-c2ccccn2)cs1
  A = -10; B = 3; C = i; D = i; E = i; F = i; G = 10; H = -3; I = i; J = i; K = i
> CN(C)c1cccc(C(=O)OCC(=O)N2CCc3ccccc3C2)c1
  A = -8; B = 1; C = i; D = i; E = i; F = i; G = -1; H = -2; I = i; J = i; K = i
> CCOc1cc(/C=C/C(=O)OCC(=O)NCc2ccco2)cc(Cl)c1OC
  A = -10; B = -2; C = i; D = i; E = i; F = i; G = 17; H = 0; I = i; J = i; K = i
> COc1ccc(C(=O)Oc2ccc3oc(=O)sc3c2)cc1
  A = -7; B = -3; C = i; D = i; E = i; F = i; G = 1; H = 0; I = i; J = i; K = i
> COC(=O)CSc1nc(N2CCOCC2)c2c(c1C#N)CC(C)(C)OC2
  A = -7; B = -10; C = i; D = i; E = i; F = i; G = -1; H = -1; I = i; J = i; K = i
> COc1ccc(S(=O)(=O)Nc2cc3c(cc2C(C)=O)OCO3)cc1
  A = -6; B = 1; C = i; D = i; E = i; F = i; G = -8; H = 0; I = i; J = i; K = i

# Copied from above for reference:
# Codes: A = hERG rescue; B = GSK3beta inhib; C = KCNK3 inh; D = KCNQ1 block; E = KCNQ1 act; F = RGS4 inh; G = Dyrk1A ADPGlo; H = GSK3 alpha inh; I = RGS4 pot; J = PolyA inhibitor; K = KCNK9 inh
> C/C(=C1/SC(N2CC(C)OC(C)C2)=NC1=O)c1ccccc1 (stereo not drawn)
  A = -5; B = 0; C = i; D = i; E = i; F = i; G = -2; H = -2; I = i; J = i; K = i
> O=C(COc1ccc([N+](=O)[O-])cc1)Nc1nc(-c2ccccn2)cs1
  A = -10; B = 3; C = i; D = i; E = i; F = i; G = 10; H = -3; I = i; J = i; K = i
> CN(C)c1cccc(C(=O)OCC(=O)N2CCc3ccccc3C2)c1
  A = -8; B = 1; C = i; D = i; E = i; F = i; G = -1; H = -2; I = i; J = i; K = i
> CCOc1cc(/C=C/C(=O)OCC(=O)NCc2ccco2)cc(Cl)c1OC
  A = -10; B = -2; C = i; D = i; E = i; F = i; G = 17; H = 0; I = i; J = i; K = i
> COc1ccc(C(=O)Oc2ccc3oc(=O)sc3c2)cc1
  A = -7; B = -3; C = i; D = i; E = i; F = i; G = 1; H = 0; I = i; J = i; K = i
> COC(=O)CSc1nc(N2CCOCC2)c2c(c1C#N)CC(C)(C)OC2
  A = -7; B = -10; C = i; D = i; E = i; F = i; G = -1; H = -1; I = i; J = i; K = i
> COc1ccc(S(=O)(=O)Nc2cc3c(cc2C(C)=O)OCO3)cc1
  A = -6; B = 1; C = i; D = i; E = i; F = i; G = -8; H = 0; I = i; J = i; K = i

# Not all compounds are listed, so the mix of outcomes need not match the whole.
